# ATXN viability: Viability Counterscreen for Primary qHTS for Inhibitors of ATXN expression | Potency, µM (highest dose often 56.7 µM), usual class: cytotoxic | S2 cells (HEK-293 line with an ATXN2-luciferase reporter) viability, CellTiter-Fluor protease fluorescence, 24 h | actives 0.49% (n = 400,000) | AID 651635, 2014; further: potency means the concentration at half of the fitted maximal effect; nearly all actives have a fitted effect of over 40% in size
# HepG2 viability: qHTS for Inhibitors of TGF-b: Cytotox Counterscreen; HepG2 CAGA-GFP viability, ATP luminescence, 18 h; Potency, µM (top dose mostly 46.1 µM), without a hit: top-dose activity change, negative = cytotoxicity, hits mostly cytotoxic; actives 0.76% (n = 410,000); further: potency means the concentration at half of the fitted maximal effect; some results filed as inactive show a strong effect at the top dose
#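 HepG2 CAGA-GFP cells (1000/well, DMEM with 1% FBS) received compound, then TGF-beta at 500 pg/mL final, and were incubated 18 hours at 37 degrees C. Viability was read by CellTiter-Glo luminescence. Media-only wells were set as complete cell-killing and DMSO as no toxicity.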
# Nrf2 activator: qHTS of Nrf2 Activators | AREc32 ARE-luciferase reporter (MCF7-derived line), luminescence, 24 h | AID 624171, 2012 | actives 0.31% (n = 410,000) | Potency, µM (highest dose often 46.1 µM), for the others: top-dose activation, actives largely listed as activators; further: potency means the concentration at half of the fitted maximal effect; % of control where 0% means no effect; nearly all actives have a fitted effect of over 65% in size
#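 Nrf2 activation is followed as ARE-luciferase induction in the AREc32 line after one day of compound treatment; luminescence is read with Steady-Glo.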
# TGFb SMAD3 inh: qHTS for Inhibitors of TGF-b | HepG2 CAGA-GFP TGF-b/SMAD3 reporter, GFP fluorescence, 18 h; TGF-beta stimulated, 500 pg/mL final | Potency, µM (doses to about 46.1 µM), inactives show top-dose activity, negative = inhibition, actives largely listed as inhibitors | actives 1.2% (n = 410,000); further: potency means the concentration at half of the fitted maximal effect; on the % scale 0 is the no-effect control and ±100 the full control effect; nearly all actives have a fitted effect of over 65% in size
#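 Smad-responsive CAGA-GFP expression was quantified in HEPG2 cells exposed to compounds and 500 pg/mL final TGF-beta for 18 h at 37 degrees C; unstimulated wells defined full inhibition.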
# Nrf2 inh: Nrf2 qHTS screen for inhibitors; A549 ARE-Fluc reporter, luciferase luminescence, 18-24 h; AID 504444, 2011; actives 2.1% (n = 360,000); Potency, µM (titrated, usually from 46 µM), without a hit: at the top dose activity change, negative = inhibition, actives largely listed as inhibitors; further: potency means the concentration at half of the fitted maximal effect; on the % scale 0 is the no-effect control and ±100 the full control effect; nearly all actives have a fitted effect of over 60% in size
#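 In this cell-based qHTS, ARE-driven firefly luciferase in A549 cells reports Nrf2 activity; the luminescent signal after BugLite lysis is the measured value, with a prior CellTiter-Fluor read for cell health.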
# A549 tox: Nrf2 qHTS screen for inhibitors: counterscreen for cytotoxicity; A549 ARE-Fluc cells, CellTiter-Fluor viability, 18-24 h; Potency, µM (series often up to 46 µM), inactives show at the top dose activity change, negative = cytotoxicity, hits mostly inhibitors; actives 0.16% (n = 390,000); AID 504648, 2011; further: potency means the concentration at half of the fitted maximal effect; on the % scale 0 is the no-effect control and ±100 the full control effect
#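 A549 ARE_Fluc cells in 5% FBS OPTI-MEM were exposed to compounds in concentration-response for 18-24 h at 37 deg C. Viability was read by CellTiter-Fluor fluorescence (Ex 405/Em 525) after 30 min, before the luciferase read.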
# Mm-Cpn inhibitor: Inhibitors of TCP-1 ring complex (TRiC) of Methanococcus maripaludis (MmCpn): qHTS; purified Mm-Cpn ATPase, ADP Transcreener TR-FRET; Potency, µM (doses to about 76.9 µM), inactives show at the top dose activity, negative = inhibition, usual class: inhibitors; actives 0.031% (n = 330,000); AID 504842, 2011; further: potency means the concentration at half of the fitted maximal effect; on the % scale 0 is the no-effect control and ±100 the full control effect; nearly all actives have a fitted effect of over 80% in size
#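 Quantitative HTS used 25 nM Mm-CPN and 10 uM ATP in magnesium/KCl Tris buffer, pH 7.4, with 1 mM DTT. Hydrolysis ran 30 min at 37°C; ADP was read by HTRF.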
# CCT modulator: High-Throughput Screening for Modulators of Cytosolic Chaperonin Activity. purified chaperonin ATPase assay, HTRF ADP detection, 30 min. activity change, % (no concentration beside the values), hits read low. actives 0.3% (n = 360,000). AID 651819, 2012; in the data active means activity change below about -30%; further: on the % scale 0 is the no-effect control and ±100 the full control effect
#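 TRiC (40 or 20 nM final, by batch activity) in 30 mM Tris pH 7.4, 100 mM KCl, 5 mM MgCl2, 1 mM DTT was treated with compound at 76 uM single dose, then 10 uM ATP, 30 min at 37 °C. ADP was read by HTRF Transcreener.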
# pAkt inh: HTS Assay for Inhibitors of Akt Phophorylation: Primary Screen | activity change, % for hits at 50 µM | actives 0.32% (n = 360,000) | Neuro2A IGF-stimulated pAkt S473 HTRF, 20 min; hits give low values; in the data active means activity change below about -80%; inconclusive means mostly about -51% to -80%; further: on the % scale 0 is the no-effect control and ±100 the full control effect
#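 Neuro2A cells in DMEM with 0.5% FBS, overnight at 37 deg C, given compound at single 50 µM final, then IGF (6 nM final) for 20 min at 37 deg C. Lysed; phospho-Akt Ser473 by HTRF after 24 h, 665/615 ratio.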
# Numbers without * were called inactive; i = inactive; ? = inconclusive; / = no result given; [ ] = another dose, or the depositor's remark. Unless noted, the call rests on the fitted dose curve; in most records, active means well fitted curve in the direction sought with a large enough effect; inconclusive means small, poorly fitted or top-dose-only effect, or another doubt; inactive means no such curve, though single readings can be large; an effect the other way counts as inactive or inconclusive. Outcome played no part in choosing rows. Share with any hit: about 4.4%.
SMILES,ATXN viability,HepG2 viability,Nrf2 activator,TGFb SMAD3 inh,Nrf2 inh,A549 tox,Mm-Cpn inhibitor,CCT modulator,pAkt inh
CCOc1ccc(CN(CC)C(=O)Cc2c[nH]c3ccccc23)cc1OC,i,-2%,4.6%,22%,-25%,-29%,2%,0.5,i
CCOc1ccccc1CN1CCCC(CNC(=O)Cc2ccc(OC)cc2)C1 (stereo not drawn),i,-1%,0.5%,1%,-14%,2%,2%,-3.6,i
COC(=O)[C@]1(CC(C)C)N[C@H](c2ccc(-c3ccc(OC)cc3)cc2)[C@@H]2C(=O)N(C)C(=O)[C@@H]21,i,-10%,0.5%,1%,?,6%,1%,-0.2,i
CCCCCCSc1cc(-c2nc3ccc(C)cn3c2NCCCC)ccc1OC,14µM*,-57%,-0.9%,?,-15%,-14%,0%,-0.2,i
CCOCCCNC(=O)c1cc2c(=O)n3cccc(C)c3nc2s1,i,-1%,15%,0%,3%,1%,3%,-14,i
O=c1c2c([nH]n1-c1ccccc1)CCCC2,i,-10%,-0.5%,-3%,18%,-7%,0%,-2.0,i
Cc1ccccc1-c1nc(C#N)c(N2CCC(C)CC2)o1,i,-8%,0.6%,-7%,6%,1%,-5%,0.0,i
Cc1onc(-c2c(F)cccc2Cl)c1C(=O)Nc1cccc2nsnc12,i,-20%,2.0%,-17%,?,9%,-13%,-1.9,i
CN(C)S(=O)(=O)c1ccc(NC(=O)Cn2c(-c3ccccc3)noc2=O)cc1,i,7%,0.2%,-3%,5%,1%,1%,3.1,i
c1csc(C2=NNC(=NC3CCCCC3)SC2)c1,i,2%,20%,17%,?,3%,0%,-5.2,i
CC(=O)C(C)n1c(CN(C)Cc2ccccc2)nc2c1c(=O)n(C)c(=O)n2C (stereo not drawn),i,-22%,4.0%,-6%,?,-2%,1%,-1.4,i
CCOC(=O)c1c(C)oc2ccc(N(C(=O)Oc3ccccc3)S(=O)(=O)c3ccc(CC)cc3)cc12,/,-17%,-0.9%,-7%,-9%,0%,/,/,/
O=C(CSc1cn(CC(=O)N2CCCCC2)c2ccccc12)NCc1ccc(F)cc1,/,-10%,6.5%,?,-5%,0%,/,/,/
Cn1c(=O)c(C(=O)Nc2ccccn2)c(O)c2ccccc21,?,-24%,?,-3%,?,?,0%,0.2,i
CN(Cc1ccccc1)C(=O)c1ccc(NC(=O)C2CCCN(C(=O)OC(C)(C)C)C2)cc1 (stereo not drawn),?,-17%,1.1%,?,?,-10%,1%,-1.4,i
Cc1ccccc1NC(=O)Cc1nc(COC(=O)C(C)C)cs1,i,-13%,1.7%,-4%,-7%,0%,-2%,0.2,i
Cc1ccc(C)c(N=Cc2ccc(-c3ccc([N+](=O)[O-])cc3)o2)c1,?,-3%,-0.8%,-5%,?,-4%,-2%,0.8,i
CC1=Nc2cc(C(=O)NCCc3ccc(Cl)cc3)ccc2Sc2c(C)ccc(C)c21,?,-2%,0.0%,7.9µM*,-22%,?,/,/,/
CC(C)(C)c1ccc(S(=O)(=O)N2CCCC2C(=O)N2CCOCC2)cc1 (stereo not drawn),i,-7%,0.3%,13%,1%,3%,1%,0.7,i
Cc1ccc(CN(C(=O)c2ccccc2C)C2CCS(=O)(=O)C2)o1 (stereo not drawn),i,-23%,-0.5%,-33%,-6%,-3%,-7%,-0.5,i
COCCNS(=O)(=O)c1ccc(-c2ccc(Cl)cc2)cc1,i,-8%,-0.2%,-8%,-6%,0%,-3%,-40*,i
Cc1cc(C)c(NC(=O)CN2C(=O)C3(SCC(=O)N3c3ccc(F)cc3)c3ccccc32)c(C)c1 (stereo not drawn),i,-26%,-0.3%,-1%,-19%,-12%,/,/,/
Cc1nc([N+](=O)[O-])c(Br)n1Cc1ccc(Cl)c(Cl)c1,20µM*,-118%,-3.4%,?,16µM*,?,-1%,2.0,i
Cc1cccc(-n2ncc3c(NCCCN4CCCC4=O)ncnc32)c1,i,-20%,2.8%,-4%,-13%,-8%,-7%,1.4,-106%*
CC1CCCN(C(=O)CN2CCC(c3nc4ccc(Cl)cc4[nH]3)CC2)C1 (stereo not drawn),i,-12%,-0.3%,?,?,-16%,1%,-2.6,i
# Next records
SMILES,ATXN viability,HepG2 viability,Nrf2 activator,TGFb SMAD3 inh,Nrf2 inh,A549 tox,Mm-Cpn inhibitor,CCT modulator,pAkt inh
CN1C(=O)/C(=C/c2ccco2)SC1=Nc1ccc(N2CCOCC2)cc1,i,-6%,-0.2%,-23%,-8%,7%,-2%,-2.6,i
CCc1ccc2c(CN3CCC(C(=O)OC)CC3)cc(=O)oc2c1,i,-35%,-0.7%,23%,-10%,-2%,1%,1.5,i
CCN(CC)S(=O)(=O)c1ccc(C(=O)OCC(=O)NCc2ccco2)cc1,i,-25%,14%,-27%,5%,-1%,?,-0.3,i
COc1cc(C(O)P(=O)(OC(C)C)c2ccc(N(C)C)cc2)cc(OC)c1OC (stereo not drawn),i,-2%,-0.5%,-18%,15%,-3%,-1%,5.9,i
CCOc1ccc(NS(=O)(=O)c2ccc(C(=O)NCC(c3cccs3)N3CCOCC3)cc2)cc1 (stereo not drawn),i,8%,0.3%,-4%,-12%,3%,-3%,-3.8,i
COC(=O)c1c(NC(=O)CSc2n[nH]c(N)n2)sc(C)c1C,i,-16%,2.4%,1%,-15%,7%,-27%,-0.7,i
Nc1nccc(/C=C/c2c(Cl)cccc2Cl)n1,i,-43%,11µM*,-25%,-10%,-1%,-9%,-4.1,i
O=c1c2ccccc2nnn1CSc1ccccc1F,?,-2%,0.7%,?,?,-3%,-2%,-2.1,i
Cc1ccc(CC2(O)CC(C)N(C)CC2C)c(C)c1 (stereo not drawn),i,-5%,0.6%,-11%,-15%,6%,1%,-1.5,i
Cc1ccc(CNC(=O)c2nn(C)c3c2CSc2ccc(C)cc2-3)cc1,i,-47%,3.5%,?,/,0%,/,/,/
O=C(/C(=C/O)N=Nc1ccccc1)c1cccs1,?,-27%,6.1%,?,4%,-10%,-2%,-2.0,i
CC(=O)Nc1ccc(C(=O)NCC(=O)OCc2c(F)cccc2Cl)cc1,i,7%,0.7%,4%,3%,-5%,-3%,-4.0,i
Brc1nc2ncnc(NCc3ccco3)c2[nH]1,/,-23%,/,18%,-19%,-8%,/,/,/
COc1ccc(N=C2C(=O)Nc3ccc(C)c(Br)c32)cc1,i,-1%,13%,-5%,1%,1%,1%,-0.8,i
O=[N+]([O-])c1ccc2c(c1)C(O)n1nc(-c3ccccc3)nc1S2 (stereo not drawn),i,-3%,-0.3%,4%,3%,7%,1%,-1.3,i
C=CCSc1nc2sc3c(c2c(=O)n1CC)CCC3,i,-21%,2.6%,-24%,0%,-3%,-1%,-3.9,i
CCOC(=O)c1c(Nc2ccc(OCC)cc2)nnc(-c2ccccc2)c1-c1ccccc1,i,-23%,-0.2%,-29%,?,-1%,/,/,/
CCOc1ccc(OCC)c(S(=O)(=O)n2ccnc2C)c1,i,-5%,0.0%[9.22 µM],-15%,-9%,6%,0%,1.3,i
Cc1onc(-c2c(F)cccc2Cl)c1C(=O)OCc1nnc(-c2ccccc2)o1,i,-6%,-0.4%,-4%,17%,4%,-7%,0.0,i

# Three of the compounds above, as labelled records.
CCc1ccc2c(CN3CCC(C(=O)OC)CC3)cc(=O)oc2c1
  ATXN viability: i	HepG2 viability: -35%	Nrf2 activator: -0.7%	TGFb SMAD3 inh: 23%	Nrf2 inh: -10%	A549 tox: -2%	Mm-Cpn inhibitor: 1%	CCT modulator: 1.5	pAkt inh: i

CCN(CC)S(=O)(=O)c1ccc(C(=O)OCC(=O)NCc2ccco2)cc1
  ATXN viability: i	HepG2 viability: -25%	Nrf2 activator: 14%	TGFb SMAD3 inh: -27%	Nrf2 inh: 5%	A549 tox: -1%	Mm-Cpn inhibitor: ?	CCT modulator: -0.3	pAkt inh: i

COc1cc(C(O)P(=O)(OC(C)C)c2ccc(N(C)C)cc2)cc(OC)c1OC (stereo not drawn)
  ATXN viability: i	HepG2 viability: -2%	Nrf2 activator: -0.5%	TGFb SMAD3 inh: -18%	Nrf2 inh: 15%	A549 tox: -3%	Mm-Cpn inhibitor: -1%	CCT modulator: 5.9	pAkt inh: i

# Quoted at random: three records from the list
SMILES,ATXN viability,HepG2 viability,Nrf2 activator,TGFb SMAD3 inh,Nrf2 inh,A549 tox,Mm-Cpn inhibitor,CCT modulator,pAkt inh
CCOc1ccccc1CN1CCCC(CNC(=O)Cc2ccc(OC)cc2)C1 (stereo not drawn),i,-1%,0.5%,1%,-14%,2%,2%,-3.6,i
O=c1c2c([nH]n1-c1ccccc1)CCCC2,i,-10%,-0.5%,-3%,18%,-7%,0%,-2.0,i
Cc1cc(C)c(NC(=O)CN2C(=O)C3(SCC(=O)N3c3ccc(F)cc3)c3ccccc32)c(C)c1 (stereo not drawn),i,-26%,-0.3%,-1%,-19%,-12%,/,/,/

# Printed as active in Nrf2 activator (from the list above):
Structure | Nrf2 activator | TGFb SMAD3 inh | Nrf2 inh | Mm-Cpn inhibitor | CCT modulator | pAkt inh
Nc1nccc(/C=C/c2c(Cl)cccc2Cl)n1 | 11µM* | -25% | -10% | -9% | -4.1 | i

# Assay outcomes deposited in PubChem BioAssay by National Center for Advancing Translational Sciences (NCATS).
